Fam108B inh: mouse Fam108B serine hydrolase inhibitors, primary screen, counter-screen for RBBP9 inhibitor project, biochemical, fluorescence polarization. recombinant Fam108B, FP-Rh probe fluorescence polarization. inhibition, % at 9.51 µM. 0.33% of 300,000 active;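 active = inhibition above the screen mean inhibition plus 3 SD, computed separately per campaign, cut at about 18% in these data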;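 also: inhibitors lower polarization as less probe binds the enzyme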
GLD-1 RNA inh: GLD-1/TGE RNA complex disruptors, primary screen, biochemical, fluorescence polarization; purified GLD-1 + fluorescein TGE RNA; inhibition, % at 5.96 µM; 0.44% of 320,000 active; AID 2280, 2010;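 active = percent inhibition above a per-plate cutoff, the plate mean of test compounds plus 3 SD, cut at about 30% in these data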;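 also: 0% = DMSO wells with GLD-1 and probe and 100% = wells lacking GLD-1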
MEX-5 binding: MEX-5 zinc finger RNA-binding disruptors – biochemical, C. elegans, fluorescence polarization, MLPCN library, primary screen; Zinc finger protein mex-5 (Caenorhabditis elegans), Q9XUB2; MEX-5/FITC-TCR2 RNA binding; active compounds read low; activity score (negative = inhibition of binding), % at 10 µM; 0.38% of 300,000 active; AID 1832, 2009;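 active = inhibition past about -25% in most replicates, and total fluorescence under double the plate's negative control median, limit read from the data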;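 also: 0% = DMSO and -100% = 5 µM competing unlabeled TCR2 RNA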
MCL1-BIM inh: inhibitors of MCL1 binding to BIM-BH3, primary screen, biochemical, fluorescence polarization. GST-MCL1 / FITC-Bim-BH3 fluorescence polarization. inhibition, % at 10.9 µM. 0.68% of 320,000 active;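 active = inhibition above the mean inhibition of all tested compounds plus 3 SD, set per campaign, cut at about 40% in these data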;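 also: 0% = DMSO wells and 100% = unlabeled Bim-BH3 peptide control; higher means more loss of mP so more displacement of Bim peptide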
Efflux pump mplx: inhibitors of Candida efflux pumps in yeast, primary screen, S. cerevisiae, Nile Red, multiplex; inhibition, % at 10 µM; S. cerevisiae Candida pump triplex; AID 485275, 2010; 0.44% of 330,000 active;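 active = plate passing quality check with inhibition over a set limit, or well fluorescence over plate mean plus 4 SD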;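 also: Nile Red retained in pooled yeast measured as flow cytometry median fluorescence; 0% = buffer negative control and 100% = Enniatin B positive control; higher means more Nile Red kept so more efflux inhibition; some compounds called inactive have numbers as strong as hits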
VLA-4 inh: inhibition in human VLA-4 binding assay, primary screen, VLA-4 allosteric modulator project, MLPCN library, flow cytometry, VLA-4 expressing cells; Integrin alpha-4 (Homo sapiens), P13612; ligand binding flow cytometry; inhibition, % (about 7 µM as worked out from the volumes in the protocol); 0.2% of 330,000 active; AID 2557, 2010; in the data active = inhibition above about 50%
Target sequence (P13612 whole entry, looked up): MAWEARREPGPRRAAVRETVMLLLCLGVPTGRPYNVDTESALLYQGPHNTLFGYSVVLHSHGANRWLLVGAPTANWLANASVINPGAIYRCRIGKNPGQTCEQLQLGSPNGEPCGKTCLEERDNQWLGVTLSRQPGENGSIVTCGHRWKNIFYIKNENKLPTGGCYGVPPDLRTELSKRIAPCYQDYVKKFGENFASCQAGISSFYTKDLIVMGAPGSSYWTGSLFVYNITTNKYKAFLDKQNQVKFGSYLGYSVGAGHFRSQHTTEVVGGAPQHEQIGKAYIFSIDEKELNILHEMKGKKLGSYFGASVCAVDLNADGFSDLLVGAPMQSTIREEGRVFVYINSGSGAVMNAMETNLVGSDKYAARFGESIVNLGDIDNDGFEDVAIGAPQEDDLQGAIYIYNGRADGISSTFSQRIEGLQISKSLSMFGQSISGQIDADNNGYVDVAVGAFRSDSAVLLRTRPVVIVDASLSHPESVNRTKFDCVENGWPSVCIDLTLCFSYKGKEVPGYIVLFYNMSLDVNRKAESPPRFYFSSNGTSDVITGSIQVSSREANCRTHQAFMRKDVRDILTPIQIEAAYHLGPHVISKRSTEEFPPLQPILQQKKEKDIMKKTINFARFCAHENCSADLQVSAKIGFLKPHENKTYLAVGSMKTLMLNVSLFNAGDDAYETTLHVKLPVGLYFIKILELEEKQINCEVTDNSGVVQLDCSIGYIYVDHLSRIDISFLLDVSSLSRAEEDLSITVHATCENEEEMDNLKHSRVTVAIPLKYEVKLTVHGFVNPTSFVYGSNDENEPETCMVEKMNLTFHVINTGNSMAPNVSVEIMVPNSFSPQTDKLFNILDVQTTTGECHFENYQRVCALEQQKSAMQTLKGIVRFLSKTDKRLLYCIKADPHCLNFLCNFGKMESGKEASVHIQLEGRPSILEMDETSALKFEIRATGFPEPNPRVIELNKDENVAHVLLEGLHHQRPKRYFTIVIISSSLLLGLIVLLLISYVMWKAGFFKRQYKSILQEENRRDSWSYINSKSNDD
GRK2 inh: compounds blocking aptamer binding on GRK2 – biochemical, human GRK2, bead flow cytometry, HTS, primary screen. Beta-adrenergic receptor kinase 1 (Homo sapiens), P25098. FAM-aptamer displacement from GRK2. inhibition of aptamer binding, % at 10 µM. 0.59% of 330,000 active;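 active = inhibition of aptamer binding above 40%, roughly 3 SD of noise, on plates passing a quality check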;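 also: median bead fluorescence of bound FAM aptamer so fluorescent compounds give negative values; no value below 0 was filed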
BCLXL inh: inhibitors of human Bcl-xL, primary screen, biochemical, fluorescence polarization, HTS; Bcl-2-like protein 1 (Homo sapiens), Q07817; GST-Bcl-xL / FITC-Bim BH3 peptide fluorescence polarization; inhibition, % at 10.9 µM; 0.7% of 320,000 active;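 active = inhibition above the mean of all tested compounds plus 3 SD, cutoff set per campaign, cut at about 30% in these data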;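 also: 0% = DMSO wells and 100% = unlabeled Bim-BH3 peptide competitor; inhibitors lower millipolarization by displacing the labeled peptide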
PME-1 primary: PME-1 inhibitors via competitive probe labeling, primary screen, biochemical, fluorescence polarization, FP-Rh probe, HTS. recombinant PME-1. inhibition, % at 5.9 µM. 0.53% of 320,000 active. AID 2130, 2009;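 active = inhibition above the campaign mean of all compounds plus 3 SD, cut at about 26% in these data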;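 also: competitive labeling of PME-1 active site by serine hydrolase directed probe; 0% = PME-1 with DMSO and 100% = wells lacking PME-1 enzyme; inhibitors block probe labeling so polarization falls and inhibition rises; many of its hits are not listed in these tables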
* = called active by the depositor.

Screening O=C(NCCCN1CCCC1=O)C1CCN(S(=O)(=O)c2ccc(Cl)cc2)CC1 returned GLD-1 RNA inh 7, MCL1-BIM inh 3, Efflux pump mplx -0.2, VLA-4 inh -7, GRK2 inh 2, BCLXL inh 5 and PME-1 primary 12.
For CCCCOC(=O)c1ccc(NC(=O)c2ocnc2C)cc1 the results were Fam108B inh -1, GLD-1 RNA inh 3, MEX-5 binding 0.8, MCL1-BIM inh -2, Efflux pump mplx 0.0, VLA-4 inh 0, GRK2 inh 1, BCLXL inh 0 and PME-1 primary -16.
For CCNC(=O)COC(=O)c1cc(S(=O)(=O)N2CCCCC2)ccc1C the results were Fam108B inh 0, GLD-1 RNA inh 4, MEX-5 binding 4.3, MCL1-BIM inh -5, Efflux pump mplx 0.1, VLA-4 inh -7, GRK2 inh 5, BCLXL inh 5 and PME-1 primary 0.
Cc1ccc2nc(Cl)c(-c3ccccc3)cc2c1 was read as Fam108B inh -2, GLD-1 RNA inh -4, MCL1-BIM inh 2, Efflux pump mplx 0.2, VLA-4 inh -9, GRK2 inh 0, BCLXL inh 2 and PME-1 primary 2.
Screening COc1ccccc1/C=C/C(=O)NCC(=O)N/N=C/c1ccc2c(c1)OCO2 returned Fam108B inh 5, GLD-1 RNA inh -3, MEX-5 binding 1.6, MCL1-BIM inh 6, Efflux pump mplx 0.1, VLA-4 inh 3, GRK2 inh 0, BCLXL inh 4 and PME-1 primary -6.
CCn1ccnc1CN1CCN(CC=C(C)C)C(CCO)C1 (stereo not given) was read as Fam108B inh -5, GLD-1 RNA inh -2, MEX-5 binding -0.6, MCL1-BIM inh 1, Efflux pump mplx 0.0, VLA-4 inh 8, GRK2 inh 0, BCLXL inh -1 and PME-1 primary 0.
`O=C(CN1CCCCC1)N1CCCc2c1c(=O)oc1ccc(OCc3ccccc3)cc21` gave Fam108B inh 2, GLD-1 RNA inh 2, MEX-5 binding 0.2, MCL1-BIM inh 8, Efflux pump mplx 0.4, VLA-4 inh 1, GRK2 inh 0, BCLXL inh 4 and PME-1 primary 2.
NC(=O)c1oc2ccccc2c1NC(=O)c1ccc([N+](=O)[O-])o1 was read as Fam108B inh 4, GLD-1 RNA inh -3, MEX-5 binding 0.7, MCL1-BIM inh 1, Efflux pump mplx 0.1, VLA-4 inh 11, GRK2 inh 1, BCLXL inh 2 and PME-1 primary 0.
`CSc1ccc(S(=O)(=O)N2CCC(C(=O)Nc3cccnc3)CC2)cc1` gave Fam108B inh 1, GLD-1 RNA inh 4, MEX-5 binding 1.7, MCL1-BIM inh 6, Efflux pump mplx -0.2, VLA-4 inh -3, GRK2 inh 0, BCLXL inh 6 and PME-1 primary 8.
Cc1c(C(=O)Nc2ccc(F)cc2)oc2ccc(S(=O)(=O)N3CCC4(CC3)OCCO4)cc12 was read as Fam108B inh -9, GLD-1 RNA inh 7, MCL1-BIM inh 10, Efflux pump mplx 0.5, VLA-4 inh -8, GRK2 inh 0, BCLXL inh 0 and PME-1 primary -10.
`CCN(CC)S(=O)(=O)c1ccc2c(c1)c(=O)c(C(=O)NCCCN(C)c1ccccc1)cn2C` gave Fam108B inh -1, GLD-1 RNA inh 4, MEX-5 binding 1.4, MCL1-BIM inh -1, Efflux pump mplx -0.2, VLA-4 inh -17, GRK2 inh 3, BCLXL inh 7 and PME-1 primary 8.
Screening COc1ccc(-n2nc(C(=O)NCC(=O)N3CCN(c4ccccc4)CC3)c3ccccc3c2=O)cc1OC returned Fam108B inh -2, GLD-1 RNA inh 4, MEX-5 binding 0.8, MCL1-BIM inh 4, Efflux pump mplx 0.0, VLA-4 inh -2, GRK2 inh 0, BCLXL inh 3 and PME-1 primary -2.
For CNC(=O)COC(=O)c1cc(-c2ccccc2)nn1-c1ccccc1 the results were Fam108B inh 1, GLD-1 RNA inh -4, MEX-5 binding 1.7, MCL1-BIM inh 2, Efflux pump mplx -0.1, VLA-4 inh 4, GRK2 inh 1, BCLXL inh 3 and PME-1 primary -2.
`Cc1ccc(OCCNC(=O)CCNC(=O)c2ccc(Cl)cc2)cc1` gave GLD-1 RNA inh 5, MCL1-BIM inh 1, Efflux pump mplx -0.1, VLA-4 inh -3, GRK2 inh 0, BCLXL inh 6 and PME-1 primary 5.
Screening O=C1OC(c2cccs2)=N/C1=C\c1ccc(-c2cccc(Cl)c2)o1 returned Fam108B inh -4, GLD-1 RNA inh -1, MEX-5 binding 4.0, MCL1-BIM inh -114, Efflux pump mplx 0.7, VLA-4 inh -67, GRK2 inh 5, BCLXL inh -74 and PME-1 primary -6.
`O=C(CCCCCCCCCCC(=O)NCc1cccnc1)NCc1cccnc1` gave Fam108B inh 3, GLD-1 RNA inh 8, MEX-5 binding -1.6, MCL1-BIM inh -2, Efflux pump mplx 0.0, VLA-4 inh 3, GRK2 inh 2, BCLXL inh 5 and PME-1 primary 0.
Screening Cc1nc(=O)c(-c2ccccc2)c(C)n1-c1ccc(C(=O)O)cc1 returned Fam108B inh -3, GLD-1 RNA inh 11, MEX-5 binding 1.0, MCL1-BIM inh 4, Efflux pump mplx -0.1, VLA-4 inh -14, GRK2 inh 1, BCLXL inh -2 and PME-1 primary -1.
Screening COc1ccc(N(CC(=O)NCCSc2ccccn2)S(=O)(=O)c2ccc(C)cc2)cc1OC returned Fam108B inh -1, GLD-1 RNA inh 4, MEX-5 binding 4.1, MCL1-BIM inh 2, Efflux pump mplx -0.3, VLA-4 inh 3, GRK2 inh 0, BCLXL inh -1 and PME-1 primary 3.
Cn1cccc1CC(=O)NNC(=O)Nc1ccc(Cl)cc1 was read as Fam108B inh -4, GLD-1 RNA inh 2, MEX-5 binding 3.1, MCL1-BIM inh 1, Efflux pump mplx 0.0, VLA-4 inh -10, GRK2 inh 0, BCLXL inh -1 and PME-1 primary 7.
Screening COC(=O)CN1C(=O)[C@H]2[C@@H](c3ccc(C)o3)N3C(=O)CN(CC4CC4)C(=O)[C@@]3(C)[C@H]2C1=O returned Fam108B inh 3, GLD-1 RNA inh 12, MEX-5 binding 1.5, MCL1-BIM inh 8, Efflux pump mplx 0.0, VLA-4 inh 16, GRK2 inh 2, BCLXL inh 2 and PME-1 primary 14.
For CCCCOP(=O)(c1ccc(N(C)C)cc1)C(O)c1cc(OC)ccc1OC (stereo not given) the results were Fam108B inh 2, GLD-1 RNA inh 2, MEX-5 binding -4.8, MCL1-BIM inh 3, Efflux pump mplx 0.1, VLA-4 inh 7, GRK2 inh 0, BCLXL inh 6 and PME-1 primary -1.
Cn1c(NC(=O)c2cccc(C(F)(F)F)c2)cc(=O)n(C)c1=O was read as Fam108B inh -2, GLD-1 RNA inh 4, MEX-5 binding -2.2, MCL1-BIM inh 4, Efflux pump mplx -0.2, VLA-4 inh -2, GRK2 inh 0, BCLXL inh 4 and PME-1 primary 2.
`CC(C)Cn1cnc2c1c(=O)[nH]c(=O)n2Cc1ccccc1` gave Fam108B inh 2, GLD-1 RNA inh 2, MEX-5 binding 0.3, MCL1-BIM inh -3, Efflux pump mplx 0.0, VLA-4 inh 5, GRK2 inh 2, BCLXL inh 0 and PME-1 primary -3.
For CC(=O)Nc1cc2c3c(c1)CC(=O)N3CCC2 the results were Fam108B inh 2, GLD-1 RNA inh -9, MEX-5 binding 0.2, MCL1-BIM inh -3, Efflux pump mplx -0.1, VLA-4 inh 12, GRK2 inh 1, BCLXL inh 4 and PME-1 primary -4.
O=C(CSc1cccc[n+]1[O-])c1ccc(Cl)s1 was read as Fam108B inh -1, GLD-1 RNA inh 0, MEX-5 binding -1.2, MCL1-BIM inh 1, Efflux pump mplx 0.0, VLA-4 inh -2, GRK2 inh 2, BCLXL inh 0 and PME-1 primary 2.
`COc1ccc(S(=O)(=O)N2CCOC2CNC(=O)C(=O)NCc2ccncc2)cc1` (stereo not given) gave Fam108B inh 2, GLD-1 RNA inh 4, MEX-5 binding 2.0, MCL1-BIM inh 2, Efflux pump mplx 0.1, VLA-4 inh -20, GRK2 inh 1, BCLXL inh 3 and PME-1 primary 0.
Screening O=C(COC(=O)CCN1C(=O)c2cccc([N+](=O)[O-])c2C1=O)NC1CCS(=O)(=O)C1 (stereo not given) returned Fam108B inh 0, GLD-1 RNA inh -2, MEX-5 binding 0.3, MCL1-BIM inh -4, Efflux pump mplx 0.0, VLA-4 inh -1, GRK2 inh 5, BCLXL inh -1 and PME-1 primary 0.
For Cc1cc(S(=O)(=O)NCc2ccccc2)ccc1OCC(=O)Nc1cccc([N+](=O)[O-])c1 the results were Fam108B inh 0, GLD-1 RNA inh 11, MEX-5 binding 0.7, MCL1-BIM inh 2, Efflux pump mplx 0.0, VLA-4 inh -14, GRK2 inh 2, BCLXL inh 4 and PME-1 primary 21.
`O=C(O)CCC(=O)Nc1ccc(/C=C/C(=O)C2CC2)cc1` gave Fam108B inh 3, GLD-1 RNA inh -2, MEX-5 binding 2.7, MCL1-BIM inh 7, Efflux pump mplx 0.3, VLA-4 inh 22, GRK2 inh 0, BCLXL inh 1 and PME-1 primary -4.
`O=C(COc1ccc(S(=O)(=O)N2CCCC2)cc1)NCc1cccnc1` gave Fam108B inh -3, GLD-1 RNA inh 2, MEX-5 binding -2.2, MCL1-BIM inh -2, Efflux pump mplx -0.1, VLA-4 inh -5, GRK2 inh 0, BCLXL inh 4 and PME-1 primary 4.
`Cc1coc2c(C)c3oc(=O)c(CCC(=O)NCCCn4ccnc4)c(C)c3cc12` gave Fam108B inh 6, GLD-1 RNA inh -1, MEX-5 binding 2.6, MCL1-BIM inh 2, Efflux pump mplx 0.3, VLA-4 inh -19, GRK2 inh 0, BCLXL inh -2 and PME-1 primary 0.
Screening Cc1ccc(C(=O)NNC(=O)CSc2nnc3c(n2)[nH]c2ccc(F)cc23)cc1 returned Fam108B inh -5, GLD-1 RNA inh 11, MEX-5 binding -0.1, MCL1-BIM inh 11, Efflux pump mplx 0.1, VLA-4 inh -13, GRK2 inh 0, BCLXL inh 13 and PME-1 primary 1.
Screening Cc1ccc(NS(=O)(=O)c2cc(Br)cnc2N)c(Cl)c1 returned Fam108B inh 0, GLD-1 RNA inh 6, MEX-5 binding 0.0, MCL1-BIM inh 0, Efflux pump mplx -0.1, VLA-4 inh -2, GRK2 inh 0, BCLXL inh 5 and PME-1 primary 5.

Entries above that have a COOH group:
Screening Cc1nc(=O)c(-c2ccccc2)c(C)n1-c1ccc(C(=O)O)cc1 returned Fam108B inh -3, GLD-1 RNA inh 11, MEX-5 binding 1.0, MCL1-BIM inh 4, Efflux pump mplx -0.1, VLA-4 inh -14, GRK2 inh 1, BCLXL inh -2 and PME-1 primary -1.
`O=C(O)CCC(=O)Nc1ccc(/C=C/C(=O)C2CC2)cc1` gave Fam108B inh 3, GLD-1 RNA inh -2, MEX-5 binding 2.7, MCL1-BIM inh 7, Efflux pump mplx 0.3, VLA-4 inh 22, GRK2 inh 0, BCLXL inh 1 and PME-1 primary -4.

Source: PubChem (several laboratories)

An excerpt; count on the stated rates, not on these rows.
